# Screening data as filed in PubChem.
# Lipid storage S3 = qHTS Assay for Lipid Storage Modulators in Drosophila S3 Cells; actives 0.64% (n = 320,000); Potency in µM for hits, for the others lipid storage change, negative = inhibition, % at the top dose, mostly 46.1 µM; Drosophila S3 cells, BODIPY lipid droplet fluorescence, 18-24 h; cells fed with added oleic acid; active = well fitted inhibition curve with a large enough effect in the signal ratio, with a control signal flat, not every such curve was filed as active; inconclusive = small, poorly fitted or top-dose-only effect, or effect the other way, or a change in a side signal; the % refers to the signal ratio
#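 Drosophila S3 cells got compounds at several concentrations plus oleic acid (400 uM solution). Laser-scanning cytometry with 488 nm excitation read lipid droplets at 500-530 nm and cells at 575-640 nm. Percent activity was relative to 20 uM Triacsin C.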
# Lipid storage S3 cell count max = second read-out of Lipid storage S3, no call of its own (marks repeat the call); cell number change, %; measured here: cell count max response;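 cells counted by Cell Tracker Red CMTPX staining in the red channel; peak over a dose series mostly up to 46.1 µM; percent activity relative to internal control wells on each plate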
# * = called active by the depositor; i = inactive; ? = inconclusive; . = no result given. % is set by controls: 0 for no effect and ±100 for the full control effect; potency is the fitted concentration of half-maximal effect. A portion of the library (hit frequency here may not be typical).
# Below each compound – Lipid storage S3 | Lipid storage S3 cell count max
- CCN(CC)S(=O)(=O)c1ccc(C(=O)NC2=C(C(=O)OC)SCC2)cc1
 : -18% | 3
- O=C(NCCN1CCOCC1)c1ccc2c(c1)N(Cc1ccccc1)C(=O)CS2
 : i | .
- CCN(CC)S(=O)(=O)c1cc(-c2nnc(-c3ccc(Br)cc3)o2)ccc1Cl
 : ? | .
- CCn1c(SCC(=O)NCc2ccccc2)nnc1-c1c[nH]c2ccccc12
 : ? | .
- COc1ccc(OCCCC(=O)Nc2ncn[nH]2)cc1
 : ? | .
- CCOC(=O)c1cccc(P(=O)(C(C)(C)C)C(C)(C)C)c1
 : -6% | -16
- CCSc1oc(-c2cccs2)nc1S(=O)(=O)c1ccccc1
 : -3% | -1
- CS(=O)(=O)N(CC(=O)NCCSc1ccccn1)c1cccc2ccccc12
 : ? | .
- CCn1c(C)cs/c1=N\S(=O)(=O)c1ccccc1
 : ? | .
- COc1ccc(N2CCN(CC(O)COc3cc(C)ccc3C)CC2)cc1 (stereo not drawn)
 : -4% | -17
- CCCN1C2=NCCN2c2ccccc21
 : ? | .
- CCCn1c(-c2ccc(OC)cc2)nc2ccccc21
 : ? | .
- CCOC(=O)c1cnc2c(-c3ccccc3)cnn2c1N
 : -27% | -19
- C[C@@H](C(=O)CC(=O)OC(C)(C)C)[C@@H](O)c1ccccc1
 : i | 24
- CC(NC(=O)c1ccccc1)C(=O)N/N=C/c1ccco1 (stereo not drawn)
 : -12% | 24
- COc1cccc2c1OCC([C@@H]1C[C@H]3CN(Cc4cccc(Cl)c4)C(=O)[C@]34CCCN14)=C2
 : 21% | -3
- O=C(Nc1ccccc1)c1cccc(C(F)(F)F)c1
 : -3% | -1
- O=c1[nH]cnc2nc3n(c12)CCCCC3
 : ? | .
- Cc1ccnc(NC(=O)C23CC4CC(CC(C4)C2)C3)c1
 : 1% | -9
- COc1ccc(N)cc1NC(=O)CN1CCCC1
 : -3% | -1
- COc1ccc(N2C(=O)NC(NC(=O)c3ccncc3)(C(F)(F)F)C2=O)cc1 (stereo not drawn)
 : -3% | -17
- Cc1ccc(CC(=O)NC2CCCc3ccccc32)cc1C (stereo not drawn)
 : ? | .
- CCOC(=O)c1ccccc1NC(=O)CSc1nc2c(c(=O)n(C)c(=O)n2C)n1C
 : ? | .
- CN(CC1CCCCO1)C(=O)c1cc(COc2ccc(F)cc2Cl)on1 (stereo not drawn)
 : -21% | -17
- O=C(COC(=O)c1cc(=O)[nH]c2ccccc12)NCc1ccc(Cl)cc1
 : ? | .
- CCOC(=O)c1cnc2ccccc2c1Nc1ccc2c(c1)OCCO2
 : -1% | 0
- COc1ccc(C(=O)Nc2cc(OC)ccc2OC)cc1
 : 12% | 20
- O=[N+]([O-])c1ccccc1N/N=C1\CC2CC=CC12 (stereo not drawn)
 : ? | .
- COC(=O)c1cccc(NC(N)=S)c1
 : ? | .
- COc1ccc(S(=O)(=O)CCC(=O)N2CCN(c3ccc(F)cc3)CC2)cc1
 : ? | .
- NNC(=S)NCc1ccccc1
 : 10% | 9
- CC1(C)CN(c2ccccc2)N(C(=O)c2ccc(F)cc2)C1=O
 : ? | .
- CCc1ccc(C2NC(=S)NC3=C2C(=O)N(c2ccccc2OC)C(c2ccc(CC)cc2)N3)cc1 (stereo not drawn)
 : ? | .
- O=C(c1ccccc1)N1CCN(c2ccc([N+](=O)[O-])c(N3CCOCC3)c2)CC1
 : ? | .
- CN(CCCN1CCOCC1)C(=O)c1ccc2nc(Cc3cccc(Cl)c3)oc2c1
 : i | -4
- Cc1ccc(N/C=C(/C#N)c2ccsc2)cc1C
 : ? | .
- CCC(C(=O)OCC(=O)Nc1ccc(F)cc1)c1ccccc1 (stereo not drawn)
 : ? | .
- Cc1sc2c(c1C)c(=O)nc1n2Cc2ccccc2-1
 : ? | .
- COc1ccc(S(=O)(=O)NCC2CCCO2)c(Cl)c1Cl (stereo not drawn)
 : ? | .
- CCOC(=O)CSc1nnnn1-c1cccc2ccccc12
 : 8% | 4
- CCOc1ccc2nc3cc(NCc4ccc(OC)cc4)ccc3c(N)c2c1
 : ? | .
- O=C(/C(N=Nc1cccc(C(F)(F)F)c1)=C(/O)c1cccs1)C(F)(F)F
 : ? | .
- COc1ccc(OC)c(-c2csc(NC(=O)c3ccc(OCC4CCCO4)cc3)n2)c1 (stereo not drawn)
 : ? | .
- CN(C)c1nc2n(c(=S)n1)CCS2
 : 12% | -4
- O=C1CC(c2ccc(F)cc2)Cc2nc(N3CCOCC3)ncc21 (stereo not drawn)
 : ? | .
- O=C(CCc1nc2ccccc2[nH]c1=O)OCC(=O)c1ccc(Cl)cc1
 : -1% | -20
- CC(=O)Nc1ccccc1Nc1cc(C#N)c(C#N)cc1[N+](=O)[O-]
 : 17% | -14
- COc1ccc(C(=O)CSc2nnnn2C)c(OC)c1
 : -13% | 11
- OCCNc1nc2ccccc2n1-c1ccccc1
 : ? | .
- Cc1ccc(S(=O)(=O)N(C)C)cc1NC(=O)CN1c2cccc3cccc(c23)S1(=O)=O
 : ? | .

# (further entries)
# Below each compound – Lipid storage S3 | Lipid storage S3 cell count max
- CCN(CC)c1ccc(CNCc2cccs2)cc1
 : ? | .
- Cc1cc(NC2CCCCC2)nc(-c2ccccc2O)n1
 : -16% | -8
- Cc1onc(-c2ccccc2)c1C(=O)N1CCN(c2ccccc2)CC1
 : i | -11
- CCOC(=O)CC1C(=O)NCCN1C(=O)c1ccc(Cl)cc1 (stereo not drawn)
 : ? | .
- CCN(CC)C(=O)Cn1cc(C(=O)C(=O)N2CCN(c3ccccc3)CC2)c2ccccc21
 : ? | .
- Cc1ccc(N2C(=O)c3cccc4c(N)ccc(c34)C2=O)c2cccnc12
 : ? | .
- O=c1c2c(O)cc(O)cc2oc2ccc(O)c(O[C@@H]3O[C@H](CO)[C@@H](O)[C@H](O)[C@H]3O[C@H]3O[C@H](CO)[C@@H](O)[C@H](O)[C@H]3O)c12
 : -18% | -13
- COc1ccc(N(CC(=O)NCCSCc2cccc(Cl)c2)S(C)(=O)=O)cc1
 : ? | .
- CCn1c(O)c(/C=C2\C=Nc3ccccc32)sc1=Nc1ccc(C)cc1
 : ? | .
- CCc1cccc(C)c1NC(=O)COC(=O)c1cc([N+](=O)[O-])ccc1N1CCOCC1
 : ? | .

# Ordered by value in Lipid storage S3 cell count max (smallest number first): 6 from the list above
# Below each compound – Lipid storage S3 | Lipid storage S3 cell count max
- O=C(CCc1nc2ccccc2[nH]c1=O)OCC(=O)c1ccc(Cl)cc1
 : -1% | -20
- CN(CC1CCCCO1)C(=O)c1cc(COc2ccc(F)cc2Cl)on1 (stereo not drawn)
 : -21% | -17
- CC(=O)Nc1ccccc1Nc1cc(C#N)c(C#N)cc1[N+](=O)[O-]
 : 17% | -14
- O=c1c2c(O)cc(O)cc2oc2ccc(O)c(O[C@@H]3O[C@H](CO)[C@@H](O)[C@H](O)[C@H]3O[C@H]3O[C@H](CO)[C@@H](O)[C@H](O)[C@H]3O)c12
 : -18% | -13
- Cc1cc(NC2CCCCC2)nc(-c2ccccc2O)n1
 : -16% | -8
- CCOC(=O)c1cnc2ccccc2c1Nc1ccc2c(c1)OCCO2
 : -1% | 0

# More entries follow:
# Below each compound – Lipid storage S3 | Lipid storage S3 cell count max
- Cc1cccc(CC(=O)Nc2ccc(C(=O)N3CCCCC3)cc2)c1
 : 15% | -9
- Cc1cc(OCC(=O)N(C)Cc2ccccc2)ccc1Cl
 : ? | .
- COCCNC(=O)c1cc(-c2ccccc2OC)on1
 : ? | .
- CCCCNC(=S)NNC(=O)c1c(Cl)c(C)nn1C
 : 13% | .
- CCN(CC)c1ccc(/C=C(\C#N)C(=O)NCc2ccccc2)cc1
 : ? | .
- COc1ccc(C2/C(=C(/O)c3ccc(F)cc3)C(=O)C(=O)N2c2ccccn2)cc1OC (stereo not drawn)
 : -11% | -14
- O=C(N/N=C/c1ccsc1)c1ccccn1
 : 16% | .
- CC(=O)OCCNC(=O)Cn1cnc2c1c(=O)n(C)c(=O)n2C
 : ? | .
- O=C(CSc1nc(-c2ccc(Cl)cc2)cs1)Nc1cccc([N+](=O)[O-])c1
 : 0% | -4
- Cc1ccc2oc(-c3ccccc3C(=O)O)cc(=O)c2c1
 : ? | .
- CC(C)(O)CC[C@H](OC(=O)c1ccccc1)[C@](C)(O)[C@H]1CC[C@@]2(O)C3=CC(=O)[C@@H]4C[C@@H](O)[C@H](O)C[C@]4(C)C3CC[C@]12C (stereo partly drawn)
 : ? | .
- CCC(=O)Nc1ccc(S(=O)(=O)Nc2cc(C)on2)cc1
 : ? | .
- O=C(Nc1nnc(C2CCCC2)s1)C1CCN(S(=O)(=O)c2ccc(Cl)cc2)CC1
 : 0% | -2
- COC(=O)CSc1nnc(CCc2ccccc2)n1C
 : ? | .
- CC12CCCCC1(O)[N+](=O)C1=C(CCCC1)N2[O-] (stereo not drawn)
 : ? | .
- CC1CN(C(=O)Nc2ccc(F)cc2)C2(CCCCCC2)O1 (stereo not drawn)
 : 4% | 13
- CC(C)NC(=O)CSc1nnc2sc3ccccc3n12
 : ? | .
- CCOc1ccccc1C(=O)NCC(=O)OCC(=O)N1C(C)CCCC1C (stereo not drawn)
 : -1% | -9
- CN1CCCN(C(=O)Cc2c(Cl)cccc2Cl)c2nc3ccccc3nc21
 : ? | .
- Cc1ccc2[nH]c3c(=O)n(CC(=O)NCCCN(C)Cc4ccccc4)ncc3c2c1
 : i | 21

# Single records, as listed above.
# CN1CCCN(C(=O)Cc2c(Cl)cccc2Cl)c2nc3ccccc3nc21 in the list: Lipid storage S3 = ?; Lipid storage S3 cell count max = .
# Cc1ccc2[nH]c3c(=O)n(CC(=O)NCCCN(C)Cc4ccccc4)ncc3c2c1 in the list: Lipid storage S3 = i; Lipid storage S3 cell count max = 21

# (listing goes on)
# Below each compound – Lipid storage S3 | Lipid storage S3 cell count max
- CC1CCc2c(sc3nc(CSc4nnnn4C)[nH]c(=O)c23)C1 (stereo not drawn)
 : ? | .
- COc1ccccc1-n1c(N)c(C(=O)NCC2CCCO2)c2nc3ccccc3nc21 (stereo not drawn)
 : 1% | 15
- Cc1cc(C)n(CC(=O)N/N=C/c2ccc3c(c2)OCO3)n1
 : -2% | .
- Cc1ccc(-c2[nH]c3ccccc3c2SCCNC(=O)c2ccc(S(=O)(=O)N3CCOCC3)cc2)cc1
 : 23% | -1
- COc1ccccc1C(=O)NC(=O)COC(=O)c1nc2nc(C)cc(C)n2n1
 : 3% | 22
- COCCn1nc2cc(C(=O)NCc3cc(C(F)(F)F)cc(C(F)(F)F)c3)ccc2c1OC
 : ? | .
- Cc1cccc(N2C(=O)C3CCC(c4ccccc4)CC3C2=O)c1 (stereo not drawn)
 : ? | .
- N#Cc1cc([N+](=O)[O-])ccc1NCCCn1ccnc1
 : ? | .
- O=S(=O)(NC1CCCCC1NCc1ccco1)c1ccccc1 (stereo not drawn)
 : ? | .
- CC1(C)COCN1S(=O)(=O)c1ccc(C(=O)Nc2nnc(-c3ccc(Cl)s3)o2)cc1
 : -11% | -23
- CCc1nnc(NS(=O)(=O)c2ccc(N/C=C\C(=O)c3cccc4ccccc34)cc2)s1
 : 2% | 10
- COc1cc(/C=C/C(=O)OCC(=O)N2CCN(S(=O)(=O)c3ccc(C)cc3C)CC2)ccc1O
 : ? | .
- COCCCNC(=O)CN(C1CCCCC1)S(=O)(=O)c1ccc(C)cc1
 : ? | .
- O=C(c1ccncc1)N1CCCC(N2CCN(c3ccc(F)cc3)CC2)C1 (stereo not drawn)
 : ? | .
- CCC(C)N(C(=O)CSc1nnc(COc2ccccc2F)n1N)C1CCS(=O)(=O)C1 (stereo not drawn)
 : ? | .
- OC1CCCN(c2ncnc3c2nnn3Cc2c(F)cccc2Cl)C1 (stereo not drawn)
 : 8% | 10
- COc1cccc(C(=O)Nc2ccc(-c3nnc(-c4ccco4)o3)cc2)c1
 : ? | .
- Cc1cc(OCC(=O)OCC(=O)NC2CCCC2)ccc1Cl
 : ? | .
- COCCN(CC1CCCN(C2Cc3ccccc3C2)C1)C(=O)CCC(F)(F)F (stereo not drawn)
 : 0% | 20
- Cc1ccc(-c2cc(C(=O)NCc3cccnc3)no2)cc1
 : 0% | .
- COc1ccc(C2C(C(=O)NCCN3CCOCC3)c3ccccc3C(=O)N2C2CCCCC2)cc1 (stereo not drawn)
 : -3% | 8
- Cc1cc(NC(=O)COC(=O)c2cc(S(=O)(=O)N3CCOCC3)ccc2N2CCCCC2)no1
 : ? | .
- Cn1nnnc1SCC(=O)N1CCc2ccccc2C1
 : ? | .
- O=C(Nc1ncc([N+](=O)[O-])s1)c1cccs1
 : ? | .
- O=C(Nc1ccc2[nH]c(=O)[nH]c2c1)c1c(F)c(F)c(F)c(F)c1F
 : -15% | 12
- COc1ccc(NC(C)=O)cc1NC(=O)CSc1nnc(-c2ccncc2)n1C
 : 15% | -2
- COc1ccccc1NC(=S)N(Cc1ccccn1)Cc1ccccc1Cl
 : -4% | -9
- COc1ccccc1C(=O)OCCNC(=O)Cn1cnc2c1c(=O)n(C)c(=O)n2C
 : ? | .
- CCOc1cc(-c2noc(-c3ccncc3)n2)cc(Br)c1OC
 : ? | .
- O=C(Nc1ccc(F)c(Cl)c1)C1CCN(S(=O)(=O)c2cccnc2)CC1
 : ? | .
- O=c1c2ccccc2cnn1Cc1n[nH]c(=S)n1-c1ccc(Cl)cc1
 : ? | .
- O=c1c2ccccc2sn1-c1nccs1
 : ? | .
- Cc1cccc(C(=O)Oc2ccc(/C=N/NC(=O)c3cc(O)cc(O)c3)cc2)c1
 : ? | .
- COc1ccccc1OCC(=O)Nc1ccc(S(=O)(=O)Nc2onc(C)c2C)cc1
 : ? | .
- C(=C\c1nc(N2CCCC2)c2ccccc2n1)/c1ccccc1
 : 2% | 14
- COc1ccc(NS(=O)(=O)c2c(C(=O)N3CCCCCC3)c(C)n(C)c2C)cc1
 : ? | .
